# PLK1 PBD inh: inhibitors of human PLK1 polo-box domain binding; P53350; Plk1 PBD binding of FITC phosphopeptide, fluorescence polarization; Potency, µM, without a hit: max response, negative = inhibition, most hits filed as inhibitors; 360,000 tested, 2.8% active; AID 720504; further: potency means the concentration at half of the fitted maximal effect; series mostly up to about 57 µM; on the % scale 0 is the no-effect control and ±100 the full control effect; nearly all actives have a fitted effect of over 65% in size
# Target sequence (P53350 whole entry, looked up, the tested form may be a part): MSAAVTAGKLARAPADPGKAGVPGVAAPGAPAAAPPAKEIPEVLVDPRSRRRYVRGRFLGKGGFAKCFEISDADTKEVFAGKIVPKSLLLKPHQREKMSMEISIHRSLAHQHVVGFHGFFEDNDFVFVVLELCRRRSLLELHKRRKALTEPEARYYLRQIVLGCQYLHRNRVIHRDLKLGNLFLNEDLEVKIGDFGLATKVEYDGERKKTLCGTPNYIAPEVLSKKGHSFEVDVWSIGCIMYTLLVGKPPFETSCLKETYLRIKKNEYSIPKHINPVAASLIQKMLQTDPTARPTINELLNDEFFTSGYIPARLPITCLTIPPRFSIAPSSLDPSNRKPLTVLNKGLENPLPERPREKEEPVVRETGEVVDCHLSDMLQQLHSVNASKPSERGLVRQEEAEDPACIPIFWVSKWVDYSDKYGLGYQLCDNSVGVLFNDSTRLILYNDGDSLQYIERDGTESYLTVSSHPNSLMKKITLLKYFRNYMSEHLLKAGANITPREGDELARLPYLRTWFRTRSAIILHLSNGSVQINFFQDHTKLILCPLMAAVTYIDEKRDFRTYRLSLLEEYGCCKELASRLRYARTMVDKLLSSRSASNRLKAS
# PI5P4K alpha inh: inhibitors of human PI5P4K alpha. PI5P4Kalpha enzyme, ADP-Glo luminescence, 60 min; active compounds read low. max response, %. 330,000 tested, 1.2% active; active means max response of -50% or lower; inconclusive means between -30% and -50%; inactive means -30% or higher; further: value at the top dose of about 77 µM; on the % scale 0 is the no-effect control and ±100 the full control effect
# Target sequence (P48426 whole entry, looked up): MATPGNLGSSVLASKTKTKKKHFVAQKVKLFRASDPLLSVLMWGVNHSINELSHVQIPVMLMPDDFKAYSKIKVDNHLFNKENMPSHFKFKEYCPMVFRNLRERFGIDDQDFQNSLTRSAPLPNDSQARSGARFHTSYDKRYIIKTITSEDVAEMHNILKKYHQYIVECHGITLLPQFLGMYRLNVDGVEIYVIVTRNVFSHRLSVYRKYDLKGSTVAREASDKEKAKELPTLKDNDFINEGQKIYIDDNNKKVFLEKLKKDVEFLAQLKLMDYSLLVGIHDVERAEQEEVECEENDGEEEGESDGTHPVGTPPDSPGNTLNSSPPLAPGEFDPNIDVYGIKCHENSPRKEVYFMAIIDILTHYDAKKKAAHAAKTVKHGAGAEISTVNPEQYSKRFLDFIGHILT
#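 Quantitative HTS of the MLSMR library against PI5P4Kalpha with substrate. ATP added last at 5 microM final; room temperature, 60 minutes. Remaining ATP depleted, ADP converted and read as luminescence.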
# CCT chaperon mod: modulators of cytosolic chaperonin (CCT/TRiC) activity; AID 651819; activity change, % (concentration not given with the values), hits read low; purified chaperonin ATPase assay, HTRF ADP detection, 30 min; 360,000 tested, 0.3% active; in the data active means activity change below about -30%; further: on the % scale 0 is the no-effect control and ±100 the full control effect
#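 Enzyme 40 or 20 nM (batch-dependent) in Tris pH 7.4/KCl/MgCl2/DTT; cpd 76 uM single point; ATP 10 uM; 30 min 37 °C; Transcreener ADP HTRF detection, 30 min RT; ratio 665/615.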
# IL-2 act: activators of IL-2. 360,000 tested, 0.065% active. AID 652025. activation, % (series mostly up to about 46 µM). IL-2 activation reporter assay, cell-based qHTS; stimulated with anti-CD3/CD4/CD28 beads; in transgenic mouse T cells; in the data active means activation above about 50%; inconclusive means mostly about 30% to 49%; further: 0% is about no effect
#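 First, unstimulated transgenic mouse T cells were exposed to compound for 60 min. Next, anti-CD3/anti-CD4-coated beads with anti-CD28 were added. Finally, after 18 h at 37 degrees C, EGFP and DsRed were imaged.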
# EPAC2 ag: agonists of human EPAC2 (RAPGEF4); Q8WZA2; EPAC2 activation, biochemical qHTS; response scale: 100% = 6.5 mM cAMP response; Potency, µM (series often up to 154 µM), for inactives: top-dose activation, actives largely listed as activators; 360,000 tested, 0.079% active; AID 720711; further: potency means the concentration at half of the fitted maximal effect; nearly all actives have a fitted effect of over 50% in size
#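 qHTS, titration series. 100 nM EPAC2 / 250 nM Rap1B-BODIPY-GDP / 50 uM GDP; RT; ex 480/em 540 nm, 5-min reads to 30 min. Norm. to 6.5 mM cAMP = activation.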
# EPAC1 agonist: EPAC1 (human) agonism | EPAC1 agonist qHTS, biochemical assay; response scale: 100% = response to 6.5 mM cAMP | Potency, µM (doses to about 154 µM), for inactives: at the top dose activation, usual class: activators | 360,000 tested, 0.073% active | AID 720707; further: potency means the concentration at half of the fitted maximal effect; nearly all actives have a fitted effect of over 60% in size
#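 Normalized to 6.5 mM cAMP, activity reflects EPAC1-catalysed release of BODIPY-GDP from Rap1B, followed kinetically over 30 min at 480 nm excitation, 540 nm emission. Reaction contained 100 nM EPAC1, 250 nM Rap1B-BODIPY-GDP, 50 uM GDP.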
# EPAC1 antag: antagonists of human EPAC1; O95398; 360,000 tested, 0.14% active; Potency, µM (doses to about 115 µM), for the others: top-dose activity change, negative = inhibition, hits mostly inhibitors; EPAC1 GEF assay, Rap1b-BODIPY-GDP exchange fluorescence;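 further: potency means the concentration at half of the fitted maximal effect; plate controls were vehicle for no effect and positive control for full effect; nearly all actives have a fitted effect of over 50% in size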
# WRN inhibitor: WRN helicase (human) inhibition; Q14191; WRN helicase unwinding, fluorescent forked duplex, kinetic; Potency, µM (top dose mostly 114 µM), inactives show at the top dose activity change, negative = inhibition, most hits filed as inhibitors; 360,000 tested, 0.46% active; AID 651768; further: potency means the concentration at half of the fitted maximal effect; on the % scale 0 is the no-effect control and ±100 the full control effect; nearly all actives have a fitted effect of over 55% in size
#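 Enzyme (20 nM final) and test compound sit together 15 min at room temperature before substrate addition. Substrate is a single-forked duplex oligonucleotide (100 nM) labelled with fluorophore and quencher, with 2 mM ATP; helicase unwinding raises red fluorescence, read kinetically.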
# Numbers without * were called inactive; ? = inconclusive; . = no result given; [ ] = remark or other dose. Unless noted, the call rests on the fitted dose curve; in most records, active means well fitted curve in the direction sought with a large enough effect; inconclusive means small, poorly fitted or top-dose-only effect, or another doubt; inactive means no such curve, though single readings can be large; an effect the other way counts as inactive or inconclusive.
compound	PLK1 PBD inh	PI5P4K alpha inh	CCT chaperon mod	IL-2 act	EPAC2 ag	EPAC1 agonist	EPAC1 antag	WRN inhibitor
CC(C)c1c(CN(C)C(C)Cc2ccccc2)n(C)n(-c2ccccc2)c1=O (stereo not drawn)	-5%	10	0.6	-0.5	-5%	3%	-19%	1%
OCC1CO1 (stereo not drawn)	-5%	-3	-1.1	0.1	7%	10%	-19%	1%
CC(C)NC(C)C(=O)c1ccc2ccccc2c1 (stereo not drawn)	4%	3	1.5	-1.6	-3%	-10%	8%	9%
COC(=O)C1=Nc2ccccc2/C1=C\c1c(O)n(-c2ccc(OC)cc2)c(=O)[nH]c1=O	3.4µM*	.	-0.6	-1.0	-5%	8%	-6%	?
C[C@H]1CCCC(=O)CCC/C=C/c2cc(O)cc(O)c2C(=O)O1	4%	0	-1.7	0.0	-4%	-16%	-12%	3%
O=c1[nH]c(=O)n(Cc2ccc(F)cc2)c(O)c1C=NCCCn1ccnc1	3%	2	-1.5	1.5	0%	-4%	0%	0%
COC(=O)C1=C(c2cccc(C#N)c2)C[C@@H]2CC[C@H]1N2C(=O)NCCc1ccccc1	-12%	0	-2.5	0.6	10%	12%	-13%	4%
O=C1NC(=O)C(=Cc2coc3ccccc3c2=O)C(=O)N1	11µM*	-77*	-0.6	0.8	10%	1%	0%	-2%
CCN1C[C@@]2(COC)C3[C@@H](OC)[C@H]4[C@@H]1[C@@]3(C1C[C@H]3[C@H](OC(C)=O)C1[C@]4(OC(C)=O)C[C@H]3OC)[C@@H](OC)C[C@H]2OC(C)=O (stereo partly drawn)	-7%	1	-0.9	1.0	2%	-4%	-4%	10%
O=C(Nc1ccc(Oc2ccc(Cl)cc2)c(Cl)c1)c1cc(I)cc(I)c1O	?	-55*	-2.5	-0.1	4%	-14%	40µM*	-11%[11.6 µM]
CCOc1ccccc1NC(=O)N1CCC2(CC1)OCCO2	-10%	3	-0.7	-1.7	14%	0%	8%	13%
CCOC(=O)c1c(C)n(Cc2ccccc2)c2ccc(OCC(O)Cn3nc(C)nc3C)cc12 (stereo not drawn)	-15%	0	-2.8	-1.8	?	-2%	-21%	-1%
Cn1c(=O)oc2cc(S(=O)(=O)NCc3cccnc3)ccc21	-6%	-6	-3.2	2.6	28%	4%	?	4%
C[C@@H]1CN([C@H](C)CO)C(=O)c2c(c3ccccc3n2C)-c2ccccc2CO[C@H]1CN(C)C(=O)Cc1ccccc1	2%	0	1.0	-0.3	-10%	-5%	10%	-2%
COC(=O)C1=C(c2ccc3ccccc3c2)C[C@@H]2CC[C@H]1N2C(=O)NCCNC(C)=O	4%	-1	0.1	0.3	7%	8%	-11%	-4%
CCOC(=O)C1SC2(C(F)(F)F)CC1(O)c1c(C)cc(C)nc1O2 (stereo not drawn)	-12%	.	-1.9	-1.8	1%	-10%	-6%	-1%
C[C@@]12CC[C@@H](c3cc4c(cc3C1)OCO4)N2c1ccccc1	-1%	0	.	0.8	10%	9%	15%	2%
CCOC(=O)C1=C(N)Oc2ccccc2C12C(=O)N(CC(=O)OC)C(CC(=O)OC)=C2C(=O)OC (stereo not drawn)	-8%	.	0.2	0.2	5%	0%	-13%	3%
CC(C)CCN(N=O)[C@@H](Cc1ccccc1)CN(N=O)[C@@H](Cc1ccccc1)CN(C)N=O	?	18	-6.8	-2.1	1%	-4%	-25%	-3%
C[C@]12CC[C@@H](O)CC1=CCC1C2CC[C@@]2(C)C1CC[C@@H]2N (stereo partly drawn)	-4%	-1	-0.6	-0.1	6%	1%	-16%	8%
O=c1[nH]c(=S)n(Cc2ccco2)c(O)c1C=NCc1cccs1	-26%	-69*	-1.9	0.4	11%	-1%	-23%	?
COC(=O)C1=C(c2ccc3ccccc3c2)C[C@@H]2CC[C@H]1N2C(=O)NCC1CC1	2%	-7	-0.9	0.0	-7%	2%	-7%	4%
CC(C)Oc1ccc(C2(C#N)CC[N+](C)(C)CC2)cc1	-5%	2	-0.2	-0.7	9%	4%	1%	3%
C[C@H]1CC2C3CC=C4C[C@@H](O)CC[C@]4(C)C3CC[C@]2(C)[C@H]1O (stereo partly drawn)	2%	2	-3.6	-0.3	7%	4%	-1%	5%
Cc1ccc2c(c1)CC1(CN2C)C(=O)NC(=O)N(c2cc(C)ccc2C)C1=O (stereo not drawn)	-15%	3	0.6	-2.3	-7%	-6%	17%	7%

compound	PLK1 PBD inh	PI5P4K alpha inh	CCT chaperon mod	IL-2 act	EPAC2 ag	EPAC1 agonist	EPAC1 antag	WRN inhibitor
O=C1Nc2ccc(Br)cc2C(c2ccc(Cl)cc2)=NC1O (stereo not drawn)	-5%	5	2.4	-0.2	4%	6%	-25%	1%
O=C1CN=C(c2ccc(F)cc2)c2oc3ccccc3c2N1	?	1	2.0	1.4	7%	-13%	-5%	8%
CCN1C(=O)C(=C/C=C/c2ccco2)C(=O)N(CC)C1=S	?	-97*	2.7	-5.0	1%	3%	?	28µM*
CCOC(=O)N(c1ccccc1)P1(=S)OCCO1	12µM*	4	-0.1	-0.7	-3%	.	-5%	2%
CCOC(=O)[C@]12Cc3ccccc3[C@H]1N(Cc1ccccc1)C(=O)c1cc(F)c(F)cc12	?	-1	-2.3	-0.1	12%	22%	-5%	-5%
CCC(c1nnnn1C(C)(C)C)N1CCC2(CC1)C(=O)NCN2c1ccccc1 (stereo not drawn)	-4%	-7	-0.3	0.6	-2%	6%	16%	-3%
CCOc1ccc(NC2=NCCCS2)cc1	-4%	-2	-7.3	1.1	8%	6%	9%	-1%
O=C(N/N=C/c1c(O)n(CCc2ccc(F)cc2)c(=O)[nH]c1=O)c1ccccc1	-5%	-25	-5.2	0.4	8%	3%	-7%	4%
O=C(CCc1ccccc1)N1Cc2cc(N3CCCCC3)ccc2-n2nncc2C1	-13%	0	-2.6	0.4	11%	9%	2%	-9%
COc1ccc(-c2cc(=O)oc3c(C)c(OC(C)C(=O)N4C[C@H]5C[C@@H](C4)c4cccc(=O)n4C5)ccc23)cc1 (stereo partly drawn)	-13%	1	-1.9	-0.1	9%	-16%	-8%	6%
CCOC(=O)c1ccc(N=C(c2ccccc2)c2c(O)n(C)c(=O)n(C)c2=O)cc1	4%	0	-0.9	-3.9	13%	-3%	14%	-10%
S=C1Nc2ccccc2Sc2ccccc21	27µM*	-7	-0.8	1.0	1%	4%	-15%	-13%
CN1CC(C(=O)c2ccc(F)cc2)C(c2ccc(F)cc2)C1 (stereo not drawn)	-18%	1	-2.5	-2.1	14%	10%	-25%	0%
O=C(COc1ccccc1)N1CCN(Cc2c[nH]c3ccccc23)CC1	0%	5	-9.8	0.6	-1%	-3%	-10%	7%
C=CCn1c(O)c(C=Nc2ccc(OC)cc2C)c(=O)[nH]c1=O	-8%	-10	0.5	-2.9	-5%	-3%	-19%	8%
O=C(Cc1ccc(Br)cc1)N1CCN(Cc2ccccc2)CC1	-10%	2	0.5	-2.6	-4%	8%	-3%	0%
CSCCC(N=Cc1c(O)n(-c2ccc(Br)cc2)c(=O)[nH]c1=O)C(=O)OC(C)(C)C (stereo not drawn)	-8%	-6	-0.1	1.2	13%	6%	14%	-12%
OC12Oc3ccccc3C=C1N1CCC2CC1 (stereo not drawn)	-12%	4	-2.1	1.9	4%	6%	-10%	-30%
O=C(Cn1cc(C=C2C(=O)NC(=O)NC2=O)c2ccccc21)NCC1CCCO1 (stereo not drawn)	?	?	-2.4	-0.5	29%	3%	-31%	-12%
CN(C)CC#CCC(O)(c1ccccc1)C1CCCC1 (stereo not drawn)	-6%	2	-4.4	-1.6	4%	11%	-6%	-4%
COc1ccccc1OP(=O)(Nc1cccnc1)Oc1ccccc1OC	-5%	8	-3.2	-0.6	-7%	-1%	-4%	-19%
O=C(COC(=O)Cc1ccccc1)Nc1cccnc1Cl	-7%	-11	-0.7	-0.1	-3%	4%	11%	-2%
OCCOCCO	-6%	-4	-3.6	1.4	6%	-15%	-1%	-2%
O=[N+]([O-])c1cccnc1N1CCCNCC1	-1%	-3	-1.1	1.1	4%	11%	3%	2%
CC(=NCCCN1CCOCC1)c1c(O)n(-c2ccccc2C)c(=O)[nH]c1=O	-1%	.	-0.7	-1.1	-10%	1%	17%	-3%

compound	PLK1 PBD inh	PI5P4K alpha inh	CCT chaperon mod	IL-2 act	EPAC2 ag	EPAC1 agonist	EPAC1 antag	WRN inhibitor
CC(C)(C)c1nc(NCc2ccc3c(c2)OCO3)c2nnn(Cc3ccccc3Cl)c2n1	?	13	1.2	-2.5	-8%	-9%	2%	-4%
COc1ccc(-c2nn(CCC#N)cc2C(=O)NCc2ccccc2)cc1	-2%	1	-2.2	-1.7	-8%	-1%	5%	2%
C=CCSC1=N/C(=C\c2cc(OC)c3c(c2)OCO3)C(=O)S1	?	?	0.2	0.6	0%[15.6 µM]	10%	-12%	-22%
O=C(CN1CCCCC1)c1ccccc1Cl	-16%	-12	-2.8	-5.7	2%	5%	-5%	-25%
COc1cc(OC)cc(C(=O)Nc2ccc(Br)cc2C(=O)c2ccccc2)c1	-15%	-8	2.0	0.9	-1%	8%	10%	-1%
C=CCNC(=O)c1c(N)n(Cc2ccco2)c2nc3ccccc3nc12	-15%	.	1.3	2.4	8%	12%	6%	?
Cc1c(N=Nc2c(O)n(-c3ccc(Br)cc3)c(=O)[nH]c2=O)c(=O)n(-c2ccccc2)n1C	-7%	1	-0.6	-3.0	5%	14%	8%	-2%
CC(=O)/C=C/c1ccccc1	-12%	4	-1.5	-2.4	6%	6%	-6%	0%
O=NN(CCF)C(=O)NC1CCC(=O)NC1=O (stereo not drawn)	.	-5	.	0.1	5%[76.9 µM]	21%	-7%[57.5 µM]	12%
Cc1cccc(CNCCc2ccccc2)n1	-9%	-16	-0.6	-3.2	13%	-12%	-20%	0%
CN(C)C(=O)Oc1ccc(OC(=O)N(C)C)cc1	-7%	9	3.3	-0.2	1%	3%	13%	-7%

# Individual results from above:
# `O=c1[nH]c(=S)n(Cc2ccco2)c(O)c1C=NCc1cccs1` @ EPAC1 agonist = -1%
# `O=C1CN=C(c2ccc(F)cc2)c2oc3ccccc3c2N1` @ EPAC2 ag = 7%

# The list is partial. The share of hits here may be higher or lower than overall.
